# Screening results (PubChem BioAssay)
# Tau fibril ThT: blocks human tau fibril formation measured by thioflavin T | Potency, µM (titrated, usually from 57.4 µM), without a hit: top-dose activity, negative = inhibition, most hits filed as inhibitors | hit rate 2.1% among 270,000 | recombinant tau K18 P301L, heparin-induced fibrillization, ThT fluorescence | P10636; also: % is scaled to controls: 0 for no effect and ±100 for the full control effect; nearly all actives have a fitted effect of over 55% in size
# Target sequence (P10636 561-689 P618L limits assumed): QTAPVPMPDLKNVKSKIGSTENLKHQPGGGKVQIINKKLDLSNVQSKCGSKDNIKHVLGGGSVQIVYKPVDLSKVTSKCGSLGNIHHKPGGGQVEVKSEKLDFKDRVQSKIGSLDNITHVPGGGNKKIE
#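 K18 P301L tau (15 uM + 0.24 uM Alexa 594-tagged), heparin 20 uM, NaOAc pH 7, 6 h 37 C; ThT 30 uM, 1 h RT, ex 450/em 510 nm.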
# TexasRed fluor: alters Texas Red total fluorescence, flagging assay interference | hit rate 0.29% among 280,000 | AID 1479 | TRb/SRC2 Texas Red total fluorescence interference | Potency, µM (series often up to 106 µM), for the others: at the highest dose fluorescence change, negative = quenching; active = well fitted curve in either direction with a large enough effect; inconclusive = small, poorly fitted or top-dose-only effect; also: % is scaled to controls: 0 for no effect and ±100 for the full control effect
#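 Flags fluorescent or light-absorbing compounds by total fluorescence, S + 2P, at 555 nm excitation and 632 nm emission. Mixture: 20 nM Texas Red SRC2 peptide, 0.6 uM human TRb LBD, 1 uM T3, 5% DMSO; compound exposure 5 h at ambient temperature.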
# Tau fluor counter: counter-screen for tau fibril formation inhibitors; tau K18 P301L Alexa594 fluorescence, heparin fibrillization; Potency, µM (series often up to 57.7 µM), inactives show at the top dose activity change, negative = decrease; hit rate 0.93% among 280,000; AID 1463; also: % is scaled to controls: 0 for no effect and ±100 for the full control effect; nearly all actives have a fitted effect of over 55% in size
#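 Human tau K18 P301L (15 uM unlabeled, 0.24 uM Alexa 594-labeled) in 100 mM sodium acetate pH 7 with 20 uM heparin, 6 hr at 37 C. ThT 30 uM added, 1 hr ambient; Alexa 594 FP and total fluorescence read at 555/632 nm.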
# TRb SRC2 PPI: inhibitors of human thyroid hormone receptor beta-SRC2 interaction. P10828. TRbeta-SRC2 peptide binding, fluorescence polarization; receptor liganded with 1 µM T3. Potency, µM (highest dose often 106 µM), without a hit: top-dose activity change, negative = inhibition, hits mostly inhibitors. hit rate 0.065% among 280,000;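 also: plate controls were bound peptide for no effect and peptide without receptor for full effect; nearly all actives have a fitted effect of over 50% in size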
# Target sequence (P10828 whole entry, looked up): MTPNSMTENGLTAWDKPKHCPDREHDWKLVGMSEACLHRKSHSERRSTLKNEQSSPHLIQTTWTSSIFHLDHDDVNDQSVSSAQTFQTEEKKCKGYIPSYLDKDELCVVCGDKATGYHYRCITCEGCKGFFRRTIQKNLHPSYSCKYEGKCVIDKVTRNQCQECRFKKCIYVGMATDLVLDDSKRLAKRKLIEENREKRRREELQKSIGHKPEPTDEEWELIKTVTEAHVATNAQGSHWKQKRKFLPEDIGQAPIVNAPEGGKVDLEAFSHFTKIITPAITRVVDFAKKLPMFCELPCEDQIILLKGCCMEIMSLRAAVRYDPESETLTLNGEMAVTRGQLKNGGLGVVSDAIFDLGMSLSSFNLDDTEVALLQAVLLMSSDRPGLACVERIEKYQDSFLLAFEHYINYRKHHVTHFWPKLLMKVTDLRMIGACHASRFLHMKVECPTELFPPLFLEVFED
#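 Binding of a 20-amino-acid Texas Red SRC2 peptide (20 nM) to TRb ligand-binding domain (0.6 uM) with agonist T3 at 1 uM was followed by fluorescence polarization after a 5 hr room-temperature incubation.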
# Tau fibril FP: inhibitors of human tau fibril formation; K18 P301L tau heparin fibrillization, Alexa594 FP, 6 h; Potency, µM (titrated, usually from 57.7 µM), without a hit: top-dose activity, negative = inhibition, actives largely listed as inhibitors; hit rate 0.39% among 280,000; also: % is scaled to controls: 0 for no effect and ±100 for the full control effect; nearly all actives have a fitted effect of over 55% in size
#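 Steps: dispense K18 P301L tau (15 uM plus 0.24 uM Alexa 594 tracer, final) in pH 7 sodium acetate; add compound; add heparin (20 uM final); incubate 6 hr, 37 C; add ThT (30 uM final); after 1 hr ambient, read FP.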
# L3MBTL1 inh: L3MBTL1 (human) inhibition; Q9Y468; AlphaScreen L3MBTL1–H3K9me1 peptide binding; Potency, µM (top dose mostly 57.1 µM), for inactives: top-dose activity, negative = inhibition, hits mostly inhibitors; hit rate 0.66% among 230,000; AID 485360; also: % is scaled to controls: 0 for no effect and ±100 for the full control effect; nearly all actives have a fitted effect of over 60% in size
#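 Displacement of a biotinylated histone H3(1-15) peptide monomethylated at Lys9 (75 nM) from L3MBTL1 (50 nM) was measured by AlphaScreen after a 30 min room-temperature compound incubation; cefsulodin titration served as intraplate control.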
# RECQ1 helicase: inhibitors of human RECQ1 DNA helicase | P46063 | RECQ1 DNA unwinding, red fluorescence kinetic read | Potency, µM (titrated, usually from 57.3 µM), without a hit: top-dose activity, negative = inhibition, actives largely listed as inhibitors | hit rate 0.54% among 240,000;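 also: plate controls were vehicle for no effect and no enzyme for full effect; nearly all actives have a fitted effect of over 30% in size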
#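 RECQ1T1 50 nM; forked duplex (20 bp + 30-nt ss tails) 200 nM, ATP 2 mM final; pH 8.0, 2 mM MgCl2, 2.5 ug/ml poly(dI-dC); 15 min compound preincubation; discontinuous kinetic read over 2 h at RT.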
# HTT cytoprotect: cytoprotection in Huntington HTT-Q103 PC12 cell model; PC12 HTT-Q103 induced, cytoprotection, ATP luminescence, 40 h; Potency, µM (titrated, usually from 56.4 µM), inactives show cytoprotection (ATP increase), usual class: activators; hit rate 0.14% among 230,000;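 also: % of control where 0% means no effect; nearly all actives have a fitted effect of over 45% in size; toxic huntingtin expression switched on by the ecdysone agonist tebufenozide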
#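 Compounds were screened for protection of PC12 cells against cell death after tebufenozide induction (100 nM final) of mutant Huntingtin exon 1 (Q103) fused to GFP.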
# Active calls of the source: *; i = inactive; ? = inconclusive; nt = not tested or not shown; & = joins results of further samples; [ ] = dose if it differs, or a comment. Unless noted, calls follow the shape of the dose curve; as a rule, active = well fitted curve in the direction sought with a large enough effect; inconclusive = small, poorly fitted or top-dose-only effect, or another doubt; inactive = no such curve, though single readings can be large; an effect the other way counts as inactive or inconclusive. Potency is read from the fitted curve at half-maximal effect. An excerpt, so the mix of outcomes need not match the whole.
Structure	Tau fibril ThT	TexasRed fluor	Tau fluor counter	TRb SRC2 PPI	Tau fibril FP	L3MBTL1 inh	RECQ1 helicase	HTT cytoprotect
O=C1CC(N2CC=C(c3ccccc3)CC2)C(=O)N1c1ccc(F)cc1 (configuration not stated)	?	7%	-16%	8%	-14%	-9%	28µM*	-9%
CCOC(=O)c1ccccc1NC(=O)N(Cc1ccc(CC)cc1)Cc1cn[nH]c1-c1ccc(OC)cc1	?	0%	-21%	-6%	7%	nt	nt	nt
C=CCN1C(=O)NC(=O)/C(=C/c2ccc(N(C)C)c(Br)c2)C1=O	?	1%	-26%	-3%	?	-11%	-3%	-5%
Cc1ccc(-c2nnc(Nc3ccc(OC(F)(F)Cl)cc3)c3ccccc23)cc1S(=O)(=O)NC(C)(C)CO	-1%	6%	?	3%	?	nt	nt	nt
CC(=Nc1ccc2c(c1)CCC2)c1c(O)n(-c2ccccc2)c(=O)[nH]c1=O	-2%	-1%	1%	5%	-1%	4%	-3%	-5%[10 µM]
COc1ccc(CN2CCNCC2)c(OC)c1OC	nt	-2%[53 µM]	nt	-3%[53 µM]	nt	-6%	2%[25.9 µM]	-2%[40.3 µM]
CC(C)N(C(=O)CCl)c1ccccc1	-15%	3%[201 µM]	-7%	-7%[201 µM]	-4%	nt	-5%	nt
CCOc1ccc(Nc2c(S(=O)(=O)c3ccc(C)cc3)cnc3ccc(F)cc23)cc1	?	0%	-24%	3%	-5%	nt	nt	nt
CC(=NCCC1=CCCCC1)c1c(O)[nH]c(=O)[nH]c1=O	-8%	-3%	2%	-4%	-2%	0%	-11%	-22%
CCCC(C)n1[nH]c(=O)c2c1NC(=O)CSC2c1ccc(OC)c(OC)c1 (configuration not stated)	-7%	-5%	5%	-1%	-2%	nt	0%	20%
O=C(COc1ccc(Cl)cc1)N(c1ccccc1Cl)C1CN2CCC1CC2 (configuration not stated)	-16%	0%	1%	-4%	3%	-6%	-2%	-12%[10 µM]
CCOC(=O)c1c(/N=C/c2c(O)n(-c3cccc(C)c3)c(=O)[nH]c2=O)sc2c1CCCC2	9%	-5%	0%	-4%	4%	0%	9%	-29%[10 µM]
O=P(NS(=O)(=O)c1ccc(Br)cc1)(Oc1ccccc1)Oc1ccccc1	-8%	-6%	-5%	1%	1%	nt	10%	-7%
Cc1nn(Cc2ccccc2)c(C)c1C(=O)NC1CCCc2ccccc21 (configuration not stated)	-7%	-8%	-2%	-6%	9%	3%	-6%	3%[10 µM]
COC(=O)[C@H]1C(=O)c2ccccc2O[C@@](C(=O)OC)(c2ccccc2)[C@@H]1c1ccccc1	-8%[11.5 µM]	-1%[11.2 µM]	-11%[11.6 µM]	5%[11.2 µM]	-1%[11.6 µM]	nt	-2%[11.5 µM]	-48%[inhibitor][10 µM]
CC(=O)OC1C2CCCC1C(N1CCCC1)CC2 (configuration not stated)	0%&-8%	-1%&-1%	-4%&-1%	10%&0%	-6%&-4%	-3%&-2%	-2%&-2%	4%&3%
COC[C@H]1OC(=O)c2coc3c2[C@@]1(C)C1=C(C3=O)[C@H]2CCC(=O)[C@@]2(C)C[C@H]1OC(C)=O	14µM*	24%	?	-23%	28µM*	nt	13µM*	-42%[inhibitor]
Cc1ccc(Cl)cc1N1CCN(C(=O)C2CCN(Cc3nc(-c4ccc(Cl)cc4)oc3C)CC2)CC1	?	-21%	-21%	-4%	-8%	nt	nt	nt
C[C@H]1C(=O)O[C@@H]2CCN3CC=C(COC(=O)[C@](C)(O)[C@]1(C)O)[C@H]23	nt	0%[201 µM]	nt	4%[201 µM]	nt	6%	nt	2%
COc1ccc(/C=C2\C(=O)NC(=O)N(CCC3=CCCCC3)C2=O)c(OC)c1	3%	-86%[53 µM]	0%	-24%[53 µM]	2%	4%	-8%	3%[10 µM]
O=c1[nH]c(=S)n(-c2ccccc2)c(O)c1C=NCc1ccccn1	-5%	-10%	0%	-7%	-7%	-13%	-9%	13%[10 µM]
COc1ccc(C2(C#N)CCN(C)CC2)cc1	-12%	0%	-17%	-3%	-7%	2%	-7%	15%[10 µM]
CCOC(=O)c1c(C)n(Cc2ccccc2)c2ccc(OCC(O)CN3C(=O)CNC3=O)cc12 (configuration not stated)	?	-2%	-10%	2%	6%	-2%	-2%	-25%[0.074 µM]
CC[N+]12CCC(CC1)C(=C(c1ccccc1)c1ccccc1)C2	11%	?	8%	-19%[53 µM]	4%	39%[activator]	-12%	-1%[1.9 µM]
CC(C)C/C(=N/O)c1c[nH]c2ccccc12	-14%	0%	-21%	1%	4%	nt	-5%	-4%
CC(=O)[C@H]1CCC2C3CC=C4C[C@@H](OS(=O)(=O)O)CC[C@]4(C)C3CC[C@@]21C (some centres not stated)	-12%	?	1%	0%	10%	nt	i	nt
CCCCC[C@@H](/C=C/C=C\C/C=C\C/C=C\CCCC(=O)O)OO	-1%&-1%	-2%&-2%	1%&0%	0%&-4%	-1%&-5%	nt	-4%&-23%	-19%&-2%
CCC(C)(C)n1nnnc1CN1CCC(n2c(C)nc3cc(C(F)(F)F)ccc32)CC1	-2%	-1%	9%	3%	-2%	-7%	i	-8%[10 µM]
O=c1[nH]c(=O)n(Cc2ccc(F)cc2)c(O)c1C=NCCCN1CCOCC1	-2%	0%	1%	-5%	0%	1%	-2%	4%
Cc1cc(C)cc(N2C(=O)NC(=O)/C(=C\C=C\c3ccco3)C2=O)c1	13µM*	20%	-18%	10%	?	?	14µM*	11%[10 µM]
O=C(Cn1c(=S)[nH]c2ccccc2c1=O)N1CCC2(CC1)OCCO2	1%	-4%	0%	3%	-1%	4%	-2%	22%
S=P(Nn1cnnc1)(c1ccccc1)c1ccccc1	3%	0%	1%	-2%	3%	9%	-14%	-142%[inhibitor]
CCOP(=O)(OCC)C(O)c1ccc(OC)cc1OC (configuration not stated)	10%	0%	10%	0%	-1%	8%	i	5%[0.074 µM]
CN1C(=O)C(=Cc2ccccc2OCCOc2ccc([N+](=O)[O-])cc2)C(=O)N(C)C1=O	10µM*	0%	?	-2%	?	nt	0%	-71%[inhibitor]
COc1ccc(F)cc1C(=O)C1CCCN(Cc2cnc(C)s2)C1 (configuration not stated)	-8%	-4%	-8%	-9%	-2%	-2%	i	13%[10 µM]
Nc1c(C(=O)NCCN2CCOCC2)c2nc3ccccc3nc2n1Cc1ccccc1	-18%	-1%	?	-6%	7%	33%[activator]	-11%	-11%[10 µM]
C=CCn1c(O)c(/C=N/NC(=O)CCCC)c(=O)[nH]c1=S	-6%	-4%	-9%	4%	-10%	nt	-13%	-11%
CCCCCCn1c(=O)c(C(=O)Nc2nc(CC(=O)OCC)cs2)c(O)c2ccccc21	-8%	-2%	-11%	-2%	6%	58%[activator]	-9%	-1%[10 µM]
CC1(C)S[C@H]2[C@@H](N)C(=O)N2[C@H]1C(=O)O	-12%	1%	-6%	-2%	-9%	nt	-14%	29%[1.9 µM]
CN(C)c1ccc(NC(=O)CN2C(=O)CN=C(c3ccccc3)c3ccccc32)cc1	?	-2%	-18%	-13%	4%	-17%	?	-2%
Cc1ccc(C2CC(=O)C(C=NCCN3CCN(C(=O)Cc4ccccc4)CC3)=C(O)C2)cc1 (configuration not stated)	-13%	5%	0%	4%	6%	4%	-3%	13%
CCOC(=O)C1(CCc2ccccc2)CCN(C2CCSCC2)CC1	-2%	0%	-4%[2.34 µM]	1%	-5%[2.34 µM]	10%	7%	8%[10 µM]
O=C(Cc1ccccc1)N1CCN(Cc2cccc(Br)c2)CC1	nt	-3%	-11%	-5%	-3%	nt	-18%	9%[10 µM]
Cc1ncc(CC(=O)n2cc(C(=O)c3cc(Cl)ccc3O)cn2)s1	?	-1%	-17%	-5%	13%	-4%	-6%	-6%
CC(C)c1ccc(OCC(=O)N2CCN(C)CC2)c(Br)c1	3%	0%	0%	11%	1%	nt	-2%	8%[0.074 µM]
C#CCOc1cc(C2C3=C(COC3=O)Nc3cc4c(cc32)OCO4)ccc1OC (configuration not stated)	-7%	-3%	?	-5%	-4%	-2%	-1%	-158%[inhibitor]
COC(=O)c1ccc(N2CCN(C)CC2)c([N+](=O)[O-])c1	2%	4%	4%	-6%	1%	-4%	16%	nt
CC1(C)OC(c2ccccc2)=C/C(=C/C=C2C(=O)NC(=O)NC2=O)O1	?	10%	-15%	19%	-6%	nt	25µM*	0%
CN(C)S(=O)(=O)c1cc(NC(=O)C[N+]23CCN(CC2)CC3)ccc1Cl	0%	-3%	-8%	3%	10%	-7%	8%	-4%[10 µM]
Cc1cccc(OP(=O)(NCc2ccccc2)Oc2cccc(C)c2)c1	?	1%	-13%	-5%	7%	24%	-11%	8%[10 µM]
CCCCN1C(=O)NC(=O)C2(Cc3cc(C)ccc3N(C)C2)C1=O (configuration not stated)	?	-6%	-13%	-2%	?	nt	-14%	-25%
O=C(CCCN1CCC2(CC1)C(=O)NCN2c1ccccc1)c1ccc(F)cc1	-13%&-1%&-6%&0%&-13%	0%	-12%&-1%&-5%&-8%&-12%	4%	6%&0%&-1%&-4%&4%	3%	?	?
COc1ccc(C(CC(=O)N2CCC3(CC2)OCCO3)NS(=O)(=O)c2ccc(C)cc2)cc1 (configuration not stated)	-7%	-8%	-10%	0%	4%	-3%	-10%	2%[10 µM]
CC[C@H]1C2CC3[C@@H]4N(C)c5ccccc5[C@]45C[C@@H](C2[C@H]5O)N3[C@@H]1O (some centres not stated)	-11%	-1%	-17%	-3%	-1%	nt	9%	6%[1.9 µM]
